# From PubChem BioAssay
# RXFP1 antagonist: blocks the human relaxin receptor RXFP1; 350,000 compounds, 0.59% hits; activity change, negative = inhibition, % at 57.5 µM; HEK293-RXFP1, relaxin-stimulated cAMP HTRF, 30 min; stronger effect = lower value; Q9HBX9; AID 1259400;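 active means activity change of -60% or lower, but not beyond a set lower limit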; further: on the % scale 0 is the no-effect control and ±100 the full control effect
# D2 ag: D2 dopamine receptor (human) agonism. P14416. HEK293 T-REx D2 cells, calcium flux agonist mode. activation, % at 2 µM. 340,000 compounds, 0.53% hits. AID 485358;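 active means activation over 3 SD above normal in the single-dose calcium agonist read, cut at about 30% in these data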; further: 0% is about no effect
# Target sequence (P14416 whole entry, looked up): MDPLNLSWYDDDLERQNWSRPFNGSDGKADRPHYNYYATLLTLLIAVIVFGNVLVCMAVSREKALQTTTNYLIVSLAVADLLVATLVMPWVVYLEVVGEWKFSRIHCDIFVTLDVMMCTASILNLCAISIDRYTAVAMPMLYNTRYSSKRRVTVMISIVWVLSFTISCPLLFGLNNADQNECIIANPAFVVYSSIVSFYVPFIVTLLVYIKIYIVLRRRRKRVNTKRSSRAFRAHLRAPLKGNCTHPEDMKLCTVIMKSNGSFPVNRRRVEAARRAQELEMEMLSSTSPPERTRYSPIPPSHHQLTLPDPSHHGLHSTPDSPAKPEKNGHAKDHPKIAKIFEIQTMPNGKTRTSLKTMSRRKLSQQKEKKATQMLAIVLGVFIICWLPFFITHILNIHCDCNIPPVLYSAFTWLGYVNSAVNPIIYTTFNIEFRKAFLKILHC
#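 Tetracycline-induced HEK293 Trex cells with D2 receptor force-coupled to calcium signaling, plated overnight at 30 C and loaded with no-wash calcium dye. Calcium flux read kinetically for 180 s after compound addition; responses flag agonists.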
# D1 potentiator: potentiators of human D1 dopamine receptor. AID 504651. 360,000 compounds, 0.036% hits. potentiation, % at 10 µM. HEK293 TREx D1 cells, calcium flux, dopamine EC20 potentiation. P21728; in the data active means potentiation above about 30%; further: 0% is about no effect
# Target sequence (P21728 whole entry, looked up): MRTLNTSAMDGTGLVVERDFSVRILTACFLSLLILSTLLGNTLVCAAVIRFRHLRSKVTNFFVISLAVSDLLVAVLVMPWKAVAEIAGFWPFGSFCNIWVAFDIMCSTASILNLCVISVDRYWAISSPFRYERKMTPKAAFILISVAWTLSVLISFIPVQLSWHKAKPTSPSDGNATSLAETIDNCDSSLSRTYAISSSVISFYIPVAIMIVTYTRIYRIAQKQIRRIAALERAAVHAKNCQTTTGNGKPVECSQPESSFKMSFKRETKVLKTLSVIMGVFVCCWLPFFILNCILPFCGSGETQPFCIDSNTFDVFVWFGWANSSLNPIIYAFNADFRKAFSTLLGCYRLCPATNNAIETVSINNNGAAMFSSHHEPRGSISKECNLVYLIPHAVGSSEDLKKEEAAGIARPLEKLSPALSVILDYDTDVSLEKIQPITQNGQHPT
# TRHR ag: TRH receptor (human) agonism; TRHR cells, calcium flux fluo-8, FDSS agonist mode; 360,000 compounds, 0.18% hits; P34981; AID 493084; activation, % at 2 µM; further: 0% is about no effect
#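 Read-out: compound-evoked intracellular calcium rise in TRHR cells, fluo-8 dye, kinetic FDSS fluorescence at 1 s/cycle following a 10-cycle baseline. Cells cultured overnight before dye loading (30 min–1.5 h, RT).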
# D1 agonist: agonists of human D1 dopamine receptor; P21728; AID 504660; 360,000 compounds, 1% hits; activation, % at 2 µM; HEK293 T-REx D1 cells, calcium flux, agonist mode; further: 0% is about no effect
#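 Inducible HEK293 T-REx D1 cells, force-coupled to calcium signalling, were plated at 4000 cells/well with tetracycline and held overnight at 30 C. After no-wash calcium dye loading, compound-evoked calcium rise over 180 s flagged agonists.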
# TRHR PAM: allosterically enhances the human TRH receptor; P34981; TRHR cells, fluo-8 calcium fluorescence, EC20 TRH enhancement; 360,000 compounds, 0.66% hits; enhancement, % at 2 µM; in the data active means enhancement above about 30%; further: 0% is about no effect
#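 TRHR-expressing cells loaded with fluo-8 calcium dye were read kinetically (ex 480/em 530) during compound addition, then stimulated with an EC20 of TRH (10 nM final). Enhancement of the Gq-mediated intracellular calcium response was scored.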
# D2 potentiator: D2 dopamine receptor (human) potentiation; HEK293 T-REx D2, calcium flux, EC20 dopamine potentiation; potentiation, % at 10 µM; 340,000 compounds, 0.34% hits; AID 485347;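 active means potentiation over 3 SD above the plate norm, cut at about 30% in these data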; further: 0% is about no effect
#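 Using a no-wash calcium dye in inducible, force-coupled HEK293 Trex cells expressing D2, we tracked fluorescence each second for 180 s after compound, then for 180 s after EC20 dopamine to detect augmented signalling.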
# D1 antagonist: blocks dopamine activation of the human D1 receptor; AID 504652; activity change, negative = inhibition, % at 10 µM; P21728; HEK293 TREx D1 cells, calcium flux, dopamine EC80; stronger effect = lower value; 360,000 compounds, 3.2% hits; in the data active means activity change below about -30%; further: on the % scale 0 is the no-effect control and ±100 the full control effect
#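 Kinetic fluorescence of a calcium dye serves as the read-out. D1-expressing Hek293 Trex cells, induced overnight at 30 C, are exposed to compound for 180 s before an EC80 dopamine addition, then read 180 s further.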
# D2 antag: antagonists of human D2 dopamine receptor; HEK293 TREx D2 cells, calcium flux, dopamine EC80; AID 485344; 340,000 compounds, 2% hits; inhibition, % at 10 µM; P14416; in the data active means inhibition above about 30%; further: 0% is about no effect
#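 Dopamine at EC80 is the agonist stimulus; test compounds precede it by 180 s. Calcium flux read kinetically in a force-coupled, inducible HEK293 T-REx D2 cell line.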
# * marks the source's active call; other numbers are inactive results; nt = not tested or not shown. Unless noted, no stated cut-off is given here; in the data, active means activation above about 30%; inactive means the rest. The order is random (roughly 7.3% active in at least one column).
SMILES,RXFP1 antagonist,D2 ag,D1 potentiator,TRHR ag,D1 agonist,TRHR PAM,D2 potentiator,D1 antagonist,D2 antag
CC(NC(=O)[C@H](C)NC(=O)[C@@H]1CSC2c3ccccc3C(=O)N21)c1ccccc1 (some centres not stated),4,0.1,-2,0.0,3,1,4,1,-6
Cc1ccc(C)c(OCC(O)CN2CCC(CN3C(=O)c4cccc5cccc(c45)C3=O)CC2)c1 (configuration not stated),-3,0.5,-8,0.3,9,-8,-13,-5,-13
O=C(c1cc2ccccc2oc1=O)N(Cc1ccccc1F)C1CCS(=O)(=O)C1 (configuration not stated),5,0.2,-1,-0.2,1,-9,-3,6,21
CSc1ccc(/C=C/C(=O)c2ccc(O)cc2)cc1,-10,-2.6,-2,-0.1,5,-13,6,2,-6
Cc1ccc(N2CC(NC(=O)c3cccs3)CC2=O)cc1C (configuration not stated),3,1.0,2,0.2,-1,-2,-5,nt,nt
CCC1CCCCN1C(=S)NC(=O)c1ccc(F)c(S(=O)(=O)N2CCOCC2)c1 (configuration not stated),9,0.6,1,-0.3,2,-4,-1,2,-2
Cn1nc(C(=O)NCc2ccccc2Cl)c2c1-c1ccccc1SC2,0,-0.1,-1,0.2,0,6,4,-33*,nt
c1ccc(C2=NN(c3ccccc3)C(c3ccco3)C2)cc1 (configuration not stated),-3,0.2,0,0.2,29,8,6,-2,6
Cc1ccc(S(=O)(=O)N(CC(=O)N/N=C/c2ccco2)c2cc(Cl)cc(Cl)c2)cc1,nt,-0.5,2,1.7,4,8,1,-9,-7
CC(C#Cc1c([C@@H](C)Oc2ccccc2)nnn1Cc1ccccc1)Oc1ccccc1 (some centres not stated),nt,0.4,0,4.3,19,-8,-4,-8,-20
O=C(O)C(Oc1ccc2c(-c3ccccc3)cc(=O)oc2c1)c1ccccc1 (configuration not stated),-7,-0.1,3,0.0,0,9,0,17,7
O=C(Nc1ccccc1)c1cccc(N2C(=O)C3C4C=CC(C4)C3C2=O)c1 (configuration not stated),-5,-0.6,-2,-0.2,5,11,6,9,24
O=C(NC1CCCCC1)c1cc(Nc2ccccc2)nc2ccccc12,20,0.1,2,-0.1,-1,-2,2,-12,nt
C=CCSC1=NN2CCS(=O)(=O)N=C2S1,-16,7.3,-6,1.4,4,9,-5,-1,3
O=C(NCc1ccccc1)c1cccc(F)c1F,-3,-0.4,-12,-0.1,1,15,9,-3,-13
Cc1nn(-c2ccc(N3CCOCC3)nn2)c(C)c1CCC(=O)Nc1ccccc1,-15,0.3,1,0.4,1,-3,-3,-3,-9
Cc1cc(C)n(-c2nnc3n2N=C(c2ccccc2)CS3)n1,7,-2.2,1,-0.4,1,0,-10,-9,-1
COCCN(CCOC)C(=O)CCn1c(=O)oc2ccccc21,9,0.3,-2,0.2,0,0,-4,-7,2
CC(=O)Nc1c(C)ccc2nsnc12,-8,1.1,-2,-0.3,0,-4,-4,-19,-9
COCc1nnc(NC(=O)c2ccc(S(=O)(=O)N(C)C3CCCCC3)cc2)o1,12,0.9,3,0.3,1,4,7,-2,-1
O=C(NCCNC(=O)c1ccc(Cl)cc1Cl)c1ccccn1,7,0.3,1,0.1,0,11,8,7,-28
COc1cccc(C2=N/C(=C\N(C)C)C(=O)O2)c1,5,nt,0,0.0,0,4,-2,-6,nt
COc1ccc(CCN2CC(C(=O)N(C)CCn3nc(C)cc3C)CCC2=O)cc1 (configuration not stated),17,0.7,7,-0.2,0,6,12,6,-25
Cc1cc2nc(C3CCCN(C(=S)Nc4ccccc4C)C3)[nH]c2cc1C (configuration not stated),8,-0.2,-1,0.3,-1,-10,-5,19,-20
CCN(C1CCS(=O)(=O)C1)S(=O)(=O)c1cccc([N+](=O)[O-])c1 (configuration not stated),-11,0.4,2,-0.1,0,3,4,0,-15
O=C(Nc1ccc(Oc2ccccc2)nc1)C1CCN(Cc2cccc(F)c2)CC1,3,0.5,2,2.0,9,0,-17,-28,-2
CCC1(c2ccccc2)NC(=O)N(CC(=O)NNC(=O)c2ccoc2C)C1=O (configuration not stated),11,0.2,-5,0.4,3,3,-4,12,-11
COc1ccc(C)cc1-n1nnnc1SCc1cc(=O)n2cc(C)ccc2n1,-5,1.0,0,-0.4,-2,4,2,1,8
O=C(NC(=O)c1ccccc1Cl)C(=O)Nc1ccc(Cl)cc1,-17,0.8,-3,2.7,5,3,7,2,0
C#CCOCCOCCOCCNc1nc(N2CCOCC2)nc(N2CCN(C(=O)[C@H](CCCCN)n3cc([C@@H](N)C(C)CC)nn3)CC2)n1 (some centres not stated),nt,nt,-3,0.5,6,2,nt,-35*,nt
COCC(=O)N1CCc2cc(OC)c(OC)cc2C1COc1ccc2c(C)cc(=O)oc2c1 (configuration not stated),-5,0.3,1,0.2,-1,0,4,6,nt
Cc1cccc(NC(=O)Cn2c(=O)n(Cc3nc(-c4ccccc4)no3)c(=O)c3ccccc32)c1,-8,0.6,0,0.3,1,-3,-1,7,nt
CC(C)Cc1cc(-c2ccco2)c(C#N)c(N)n1,-3,0.4,-2,-0.1,0,3,-6,-6,2
CC(=O)Nc1ccc(OCCOc2ccc(/C=C3/C(=N)N4C=CSC4=NC3=O)cc2)cc1,2,-0.2,-3,0.7,2,-1,-7,-7,2
CCOC(=O)c1cc2sccc2n1CC(=O)O,2,nt,4,0.5,3,-5,nt,-6,nt
COc1cc(C=C(c2nc3ccccc3s2)c2nc3ccccc3s2)cc(OC)c1O,9,0.5,0,2.3,8,-5,9,11,9
N=c1n(CC(=O)O)c2ccccc2n1Cc1ccccc1Cl,3,0.1,2,-0.5,0,-20,1,-1,-29
Cc1cc(C(=O)CN2C(=O)NC(C)(c3ccccc3)C2=O)c(C)n1CC1CCCO1 (configuration not stated),-4,0.6,0,1.3,13,-2,-4,8,1
O=C(CSc1nnc(-c2ccccc2F)n1C1CCCCC1)N1CCCC1,-1,-0.8,-9,-0.1,1,-6,0,-24,-1
COc1cc(Cl)c(C)cc1NC(=O)CSc1nnc(-c2ccco2)n1CC(C)C,6,nt,2,-0.2,3,1,nt,-5,nt
Cc1cc(Cc2ccc([N+](=O)[O-])cc2)c(C)cn1,4,0.9,-13,-0.1,1,-11,5,4,0
CC(=O)C[C@@H](O)CC(=O)[C@H]1OC(=O)CCCCCCc2ccccc21,nt,13,0,0.7,-1,21,11,nt,4
O=C(c1ccsc1)N1CCCC(N2CCN(c3ccccc3F)CC2)C1 (configuration not stated),-14,12,-2,-1.3,5,-2,-11,3,0
CCCSc1nsc(N)n1,-4,-0.5,-4,-0.1,-1,6,5,3,-6
CC(=O)N1CCc2cc(Br)cc(S(=O)(=O)NCc3ccc(Cl)cc3)c21,9,-0.7,2,-1.0,-3,-2,-17,7,68*
CC(=C/C(=O)O)/C=C/c1ccco1,-4,0.2,-3,0.4,1,2,9,-2,11
COc1ccccc1-c1nc(C#N)c(N2CCN(C(c3ccccc3)c3ccccc3)CC2)o1,-5,0.5,-4,0.2,2,0,-7,-18,12
COc1nc(OCCNC(=O)Nc2ccccc2)nc(N(C)C)n1,8,-0.8,0,-2.5,1,2,-1,7,-6
Cc1ccc(S(=O)(=O)N2CCN(c3nc(C)nc4sc5c(c34)CCC(C)C5)CC2)cc1 (configuration not stated),nt,0.3,1,-0.4,-1,-1,-9,-4,8
CCOc1ccc2nc(NC(=O)c3cccc(-c4cc5ccccc5oc4=O)c3)sc2c1,-18,1.6,-4,0.1,0,-5,1,4,8

# New compounds follow:
SMILES,RXFP1 antagonist,D2 ag,D1 potentiator,TRHR ag,D1 agonist,TRHR PAM,D2 potentiator,D1 antagonist,D2 antag
CC1=[N+](C)c2ccc3ccccc3c2C1(C)C,-1,-0.8,5,-1.0,-1,35*,10,9,-8
Cn1ccnc1SCC(=O)Nc1nc2ccccc2s1,4,0.9,-3,0.2,0,4,-5,-17,1
O=C(COc1ccc2ccccc2c1Br)Nn1cnnc1,45,0.2,-5,0.1,0,3,26,-1,-8
O=C(Nc1cc2c(oc1=O)CCCC2=O)c1ccc(Cl)cc1,17,-0.3,-1,0.6,0,10,3,8,-16

# Structural class, the compounds so far with two or more sulfur atoms.
SMILES,RXFP1 antagonist,D2 ag,D1 potentiator,TRHR ag,D1 agonist,TRHR PAM,D2 potentiator,D1 antagonist,D2 antag
CCC1CCCCN1C(=S)NC(=O)c1ccc(F)c(S(=O)(=O)N2CCOCC2)c1 (configuration not stated),9,0.6,1,-0.3,2,-4,-1,2,-2
C=CCSC1=NN2CCS(=O)(=O)N=C2S1,-16,7.3,-6,1.4,4,9,-5,-1,3
CCN(C1CCS(=O)(=O)C1)S(=O)(=O)c1cccc([N+](=O)[O-])c1 (configuration not stated),-11,0.4,2,-0.1,0,3,4,0,-15
COc1cc(C=C(c2nc3ccccc3s2)c2nc3ccccc3s2)cc(OC)c1O,9,0.5,0,2.3,8,-5,9,11,9
CCCSc1nsc(N)n1,-4,-0.5,-4,-0.1,-1,6,5,3,-6
Cc1ccc(S(=O)(=O)N2CCN(c3nc(C)nc4sc5c(c34)CCC(C)C5)CC2)cc1 (configuration not stated),nt,0.3,1,-0.4,-1,-1,-9,-4,8
Cn1ccnc1SCC(=O)Nc1nc2ccccc2s1,4,0.9,-3,0.2,0,4,-5,-17,1
